uPA surface inh: inhibitors of cell surface uPA generation; AID 540303; actives 0.31% (n = 330,000); Potency, µM (top dose mostly 38.3 µM), for the others: at the highest dose activity change, negative = inhibition, most hits filed as inhibitors; cell surface uPA generation assay, qHTS; active = well fitted inhibition curve with a large enough effect; inconclusive = small, poorly fitted or top-dose-only effect; inactive = no such curve, though single readings can be large or run the other way; tested in mouse RAW 264.7 cells; note: potency is the fitted concentration of half-maximal effect; nearly all actives have a fitted effect of over 55% in size
BCR signal inh: chronic active BCR signaling inhibition; ABC-DLBCL IkBa-CBG/CBR reporter, luminescence ratio, 4 h; Potency, µM (series often up to 46.1 µM), for inactives: at the top dose ratio change, negative = lower green/red ratio, actives largely listed as inhibitors; actives 0.05% (n = 340,000); AID 493014; active = well fitted inhibition curve with a large enough effect in the signal ratio, with a control signal flat, not every such curve was filed as active; inconclusive = small, poorly fitted or top-dose-only effect, or effect the other way, or a change in a side signal; the % refers to the signal ratio;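 note: potency is the fitted concentration of half-maximal effect; plate controls were basal doxycycline-induced cells for no effect and cells given 10 µM MG132 for full effect; MG132 reads +100%, hits lower the ratio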
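TMD8 human ABC-DLBCL cells with doxycycline-inducible IκBα–green luciferase fusion and unfused red luciferase, in 0.5% FBS medium; compounds up to 46 uM, 4 h at 37C. Green/red luminescence ratio, filter-overlap corrected, fitted to concentration-response curves.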
PKM2 activator: activators of human pyruvate kinase M2 | purified PKM2, Kinase-Glo ATP luminescence, activation; response scale: 0% is enzyme alone, no compound | Potency, µM (doses to about 57.5 µM), without a hit: top-dose activation, actives largely listed as activators | actives 0.34% (n = 260,000); note: potency is the fitted concentration of half-maximal effect; nearly all actives have a fitted effect of over 55% in size
Target sequence (P14618 whole entry, looked up): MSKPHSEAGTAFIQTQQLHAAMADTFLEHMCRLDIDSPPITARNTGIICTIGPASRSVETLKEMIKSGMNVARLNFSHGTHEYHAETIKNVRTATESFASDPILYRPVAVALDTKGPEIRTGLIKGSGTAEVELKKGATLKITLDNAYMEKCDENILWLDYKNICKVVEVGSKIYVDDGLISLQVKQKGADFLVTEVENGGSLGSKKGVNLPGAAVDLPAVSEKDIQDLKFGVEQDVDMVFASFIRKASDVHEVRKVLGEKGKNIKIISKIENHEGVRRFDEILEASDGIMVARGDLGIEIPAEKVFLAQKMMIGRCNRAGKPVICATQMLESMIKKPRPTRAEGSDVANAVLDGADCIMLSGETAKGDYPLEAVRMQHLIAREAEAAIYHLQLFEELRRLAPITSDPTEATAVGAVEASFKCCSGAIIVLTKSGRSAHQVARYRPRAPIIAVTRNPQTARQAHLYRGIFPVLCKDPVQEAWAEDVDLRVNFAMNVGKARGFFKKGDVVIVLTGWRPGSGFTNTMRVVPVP
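Kinase-Glo luminescence reports ATP generated from ADP (0.1 mM) and PEP (0.5 mM) by purified hPK-M2 after 1 h at room temperature, pH 7.2 imidazole buffer; intermediate enzyme activity allows detecting inhibitors and activators.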
Eya2 phos inh: Eya2 (human) phosphatase inhibition. O00167. recombinant Eya2, OMFP fluorescence dephosphorylation (OMFP is methylfluorescein phosphate). Potency, µM (series often up to 76.9 µM), without a hit: at the highest dose activity, negative = inhibition, most hits filed as inhibitors. actives 0.006% (n = 330,000). AID 488837; note: potency is the fitted concentration of half-maximal effect
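Eya2 (0.2 uM) preincubated 10 min at ambient with compound, then OMFP substrate added at 50 uM; 10 min reaction in 50 mM HEPES pH 7.5, 50 mM NaCl, 5 uM MgCl2, 0.05% BSA, 1 mM DTT. Fluorescence read at Ex 485/Em 525 nm.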
FBPA coupling cs: counter-screen for Giardia aldolase inhibitors: coupling enzyme system. coupling enzyme system counterscreen, AmpLite Red fluorescence. activity change, negative = inhibition, % at 58.2 µM, hits read low. actives 0.67% (n = 290,000); in the data active = activity change below about -30%
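First, compound is pin-transferred into glyceraldehyde-3-phosphate coupling-enzyme reagent at 57.5 uM final and held 10 min at RT. Next, substrate, coupling system and AmpLite Red are added. After 20 min RT, fluorescence (525/598 nm) is read.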
B2AR arrestin: recruits beta-arrestin to the human beta2-adrenergic receptor. beta-arrestin recruitment to beta2AR, cell-based reporter. Potency, µM (highest dose often 46.1 µM), for inactives: at the highest dose activation, hits mostly activators. actives 0.02% (n = 330,000). AID 492947;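 note: potency is the fitted concentration of half-maximal effect; 0% = DMSO controls and full agonism = EC100 isoproterenol or metaproterenol; nearly all actives have a fitted effect of over 65% in size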
Target sequence (P07550 whole entry, looked up): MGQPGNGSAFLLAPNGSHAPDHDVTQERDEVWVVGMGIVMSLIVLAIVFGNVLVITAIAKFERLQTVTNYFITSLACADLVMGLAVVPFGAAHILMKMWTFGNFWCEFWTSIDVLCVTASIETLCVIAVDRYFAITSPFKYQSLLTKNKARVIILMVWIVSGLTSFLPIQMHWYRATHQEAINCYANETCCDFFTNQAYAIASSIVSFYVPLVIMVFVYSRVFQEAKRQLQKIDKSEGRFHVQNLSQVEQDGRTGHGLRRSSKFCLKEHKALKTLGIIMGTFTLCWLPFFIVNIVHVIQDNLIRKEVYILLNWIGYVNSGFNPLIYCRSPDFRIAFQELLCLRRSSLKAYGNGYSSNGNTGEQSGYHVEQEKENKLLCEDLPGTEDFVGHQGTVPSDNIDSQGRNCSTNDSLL
USP2a inh: inhibitors of human ubiquitin-specific protease USP2a. Potency, µM (doses to about 38.3 µM), for inactives: at the top dose activity change, negative = inhibition, usual class: inhibitors. actives 0.01% (n = 330,000). AID 463254. USP2 core, Ub-CHOP2 coupled fluorogenic reporter, 485/531. O75604;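 note: potency is the fitted concentration of half-maximal effect; plate controls were DMSO wells for no effect and full inhibition by NEM control for full effect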
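Deubiquitinase activity read as fluorescence (485/531 nm) after Ub-CHOP2 cleavage activates the enterokinase reporter on its substrate; USP2 core 10nM, Ub-CHOP2 and substrate 25nM each, 30min compound preincubation then 60min RT; data normalized to NEM, curves fitted.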
hERG WT inh: KCNH2 (human, wildtype) channel inhibition; activity change, % at 1.84 µM; Q12809; U2OS, BacMam KCNH2, thallium flux FluxOr; active compounds read low; actives 0.37% (n = 340,000); AID 720551;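 active = maximum activity change below -70%; inconclusive = maximum activity change between -70% and -50%; inactive = maximum activity change above -50%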
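U2OS cells transduced with wild-type KCNH2 virus are loaded with FluxOr dye for 45 min, and thallium flux is measured in kinetic reads before and after stimulation buffer. Rate constants are normalized to DMSO controls.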
GALK inh: inhibitors of human galactokinase. actives 0.007% (n = 270,000). Potency, µM (series often up to 57.5 µM), for the others: top-dose activity change, negative = inhibition, most hits filed as inhibitors. Purified GALK, Kinase-Glo residual ATP luminescence. P51570; note: potency is the fitted concentration of half-maximal effect
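5 nM enzyme, 35 uM ATP, 100 uM galactose, 20 mM HEPES pH8.0, 5 mM MgCl2; 1 h RT; residual ATP by Kinase-Glo Plus luminescence, qHTS format.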
KCNH2 3.1 block: inhibitors of human KCNH2 3.1 potassium channel isoform. actives 0.95% (n = 340,000). AID 720553. activity change, % (tested at about 1.8 µM). U2OS KCNH2 3.1, thallium flux FluxOr; active compounds read low;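 active = maximum activity change below -70%; inconclusive = maximum activity change from -70% to -50%; inactive = maximum activity change above -50%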;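 note: thallium influx rate constant from kinetic fluorescence after stimulation buffer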
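FluxOr-based Tl+ influx in U2OS cells transduced with KCNH2 3.1 virus; rate constants normalized to DMSO controls.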
Giardia kill: kills Giardia lamblia | Giardia lamblia trophozoite viability | activity change, % at 7.66 µM, hits read low | actives 0.15% (n = 340,000) | AID 540267; in the data active = activity change below about -80%; inconclusive = between about -30% and that limit;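 note: parasites exposed to compound for two days anaerobically before the ATP read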
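Luminescent ATP signal served as the viability read-out, measured 15-30 min after adding ATP detection reagent to trophozoites that had been incubated with compounds for 48 hrs at 37 deg C anaerobically at 100 cells/well.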
The depositor's hits bear a star; u = inconclusive; x = not tested or not shown; [ ] = remark or other dose. Unless noted, calls come from the whole dose curve; as a rule, active = well fitted curve in the direction sought with a large enough effect; inconclusive = small, poorly fitted or top-dose-only effect, or another doubt; inactive = no such curve, though single readings can be large; an effect the other way counts as inactive or inconclusive. Unless noted, % is set by controls: 0 for no effect and ±100 for the full control effect. Random draw from the library; about 2.4% have a hit in one of these screens.

SMILES	uPA surface inh	BCR signal inh	PKM2 activator	Eya2 phos inh	FBPA coupling cs	B2AR arrestin	USP2a inh	hERG WT inh	GALK inh	KCNH2 3.1 block	Giardia kill
O=C(CCC(=O)N1CCCCC1)Nc1nnc(C2CCCCC2)s1	-3%	-3%	x	0%	x	-0.4%	1%	-6	2%	3	3
CCn1c(SCc2cccc(F)c2)nnc1-c1ccncc1	1%	u	x	13%	2	-0.4%	0%	28	x	0	7
CCN(CC)S(=O)(=O)c1ccc(Cl)c(NC(C)=O)c1	1%	-1%	3%	-2%	1	-0.7%	0%	-9	0%	11	-18
CNc1nc(-c2ccc(S(=O)(=O)N3CCCCC3)cc2)cs1	17%	-2%	x	-7%	x	-0.8%	-7%	8	x	-10	6
O=C(NC(=S)N1CCN(c2ccc(C(F)(F)F)cc2[N+](=O)[O-])CC1)c1cccs1	-4%	u	3%	7%	-3	-0.9%	3%	0	0%	-7	-4
COc1ccc(NC(=O)COC(=O)Cn2c(C)nc3ccccc32)cc1OC	3%	0%	2%	-12%	1	-0.1%	1%	8	x	15	12
O=C(NNS(=O)(=O)c1ccc([N+](=O)[O-])cc1)C(=O)Nc1cccc(C(=O)O)c1	7%	u	x	-5%	-3	-1.0%	4%	-112*	-10%	14	-12
COC(=O)COc1ccc(S(=O)(=O)NCc2ccc3c(c2)OCO3)cc1C	0%	0%	0%	1%	0	-0.2%	1%	2	0%	8	-8
O=C(Nc1ccc(N2CCOCC2)cc1)c1ccc2ncsc2c1	-2%	u	x	-14%	x	-0.8%	4%	-3	x	1	-16
Cc1ccc(-c2nnc(SCC(=O)NC3CCCc4ccccc43)n2N)cc1 (configuration not stated)	0%	u	0%	6%	6	-1.9%	0%	2	2%	-2	-9
COc1ccc(C(=O)NCCS(=O)(=O)N2CCCC2)cc1	3%	-11%	x	8%	x	-0.2%	1%	-6	x	7	1
O=C(Nc1ccc(OCC(=O)N2CCN(S(=O)(=O)c3ccccc3)CC2)cc1)c1ccco1	-6%	-2%	-6%	-10%	-2	-0.1%	0%	-3	-2%	0	-8
COCCCn1c(C)nnc1SCC(=O)Nc1ccc(C(C)=O)cc1	5%	3%	0%[11.5 µM]	10%	2	-0.8%	-1%	-1	-4%	34	-5
Cc1ccccc1NC(=S)NC(NC(=O)C(C)(C)C)C(Cl)(Cl)Cl (configuration not stated)	3%	4%	0%	1%	1	0.1%	0%	1	2%	-6	-6
CCc1ccc2nc(NC(=O)c3cc(C)on3)sc2c1	-13%	u	-3%	-14%	x	-0.2%	4%	-17	-3%	3	-2
CCOC(=O)N1CCN(C(=O)c2ccc(CS(=O)c3ccccc3)o2)CC1 (configuration not stated)	-2%	0%	x	0%	x	0.0%	5%	12	-1%	1	4
CC[C@@]1(C(=O)OC)N[C@H](CN(C)C(=O)Nc2ccccc2)[C@@H]2C(=O)N(C)C(=O)[C@@H]21	-27%	-1%	x	9%	x	-0.7%	6%	-4	x	-5	-14
COc1ccc2oc(-c3ccc(C)c(NC(=O)c4ccc(N5CCOCC5)c([N+](=O)[O-])c4)c3)nc2c1	x	u	1%	-18%	4	0.0%	6%	-8	2%	-8	-8
C=CCn1cnc2c(c1=O)c1nc3ccccc3nc1n2/N=C/c1ccccn1	9%	12%	-4%	11%	3	0.4%	2%	-9	-2%	3	11
COC(CNC(=O)[C@H](CSCc1ccccc1)N1Cc2ccccc2C1=O)OC	-2%	4%	-1%	-4%	-1	0.1%	3%	3	6%	11	-6
O=C(CCN1C(=O)/C(=C\c2ccccc2F)SC1=S)Nc1ccc(C(=O)O)c(O)c1	x	1%	-2%	2%	14	-0.4%	-1%	x	-25%	x	x
NS(=O)(=O)c1ccc(CNC(=O)/C=C/c2ccccc2)cc1	3%	6%	-4%	-7%	3	0.3%	2%	0	x	3	4
S=C(NC1CCCCC1)N1CCN(c2ncccn2)CC1	-1%	u	3%	0%	3	0.1%	1%	11	0%	22	8
O=C(N/C(=C\c1ccc(Cl)cc1)C(=O)N1CCCCC1)c1ccco1	-4%	6%	x	-7%	3	-0.4%	-1%	-2	2%	0	7
CCOC(=O)C1(CCOC)CCN(Cc2ccncc2)CC1	0%	-12%	3%	1%	2	-0.6%	0%	2	7%	-2	-2
COc1cc(C(=O)NCc2nnc(SCC(=O)Nc3cc(C)cc(C)c3)o2)cc(OC)c1OC	4%	u	1%	4%	1	0.1%	-1%	-2	2%	-13	21
COc1ccccc1C1/C(=C(\O)c2ccc3c(c2)OCCO3)C(=O)C(=O)N1CCCN(C)C (configuration not stated)	x	0%	-2%	24%	6	-0.3%	3%	x	9%	x	x
O=c1c2ccccc2nc(-c2ccc([N+](=O)[O-])cc2)n1O	-2%	0%	-23%	18%	-8	-0.2%	1%	-5	1%	0	-4
O=c1[nH]c(C2CCN(S(=O)(=O)c3ccccc3)CC2)nc2c1nnn2Cc1ccc2c(c1)OCCO2	4%	u	x	-12%	x	-0.2%	-5%	-11	0%	9	9
Cc1ccc(N2C(=O)C3C4C=CC(C4)C3C2=O)cc1C (configuration not stated)	x	18%	0%	-14%	0	0.1%	-1%	-15	0%	1	-6
O=c1c2ccccc2c(C=Nc2ccc(S(=O)(=O)N3CCCCC3)cc2)c(O)n1-c1ccc(Cl)cn1	-5%	-1%	-15%	-3%	0	-0.7%	0%	4	-3%	-7	24
CC(=O)c1ccc(N2CCN(C(=O)C3CCC3)CC2)cc1	x	4%	-9%	3%	4	-0.2%	-2%	-8	2%	-3	-7
CCN(CC)C(=O)CSc1nc2ccc(NC(=O)CSc3nccn3C)cc2s1	-1%	-2%	10%	0%	3	0.0%	-1%	-4	0%	-8	13
CC(=O)Nc1ccc(N)cc1	-7%	0%	x	-15%	x	0.0%	0%	3	x	-4	5
Cc1nnc(SCC2=C(C(=O)O)N3C(=O)C(NC(=O)Cn4nc(C)c(Cl)c4C)C3SC2)s1 (configuration not stated)	-1%	-1%	u	-8%	0	-0.7%	-1%	-7	1%	1	8
Cc1ccc(S(=O)(=O)NN2C(=O)/C(=C/c3ccc(C(=O)O)cc3)SC2=S)cc1	1%	4%	x	-2%	13	-0.7%	2%	11	2%	3	-7
Cc1cc(O)cc(O)c1C(=O)Cc1cscn1	5%	2%	7%	0%	-1	-0.1%	4%	2	4%	-6	-13
C/C(CCC(=O)OC[C@H]1O[C@H](C#Cc2ccccc2)C=C[C@@H]1Oc1ccc(C)cc1)=N\O[C@@H](C)CN1CCCCc2nc(C)c(C)cc21	x	-10%	3%	1%	-4	-1.0%	-10%	x	x	x	x
CCCCN1C(=S)NC[C@@H]1Cc1ccccc1	2%	8%	-3%	5%	0	0.2%	0%	5	-4%	0	9
O=C(O)CCCC(=O)N1N=C(c2ccccc2)CC1c1ccc2c(c1)OCO2 (configuration not stated)	-2%	12%	3%[11.5 µM]	2%	7	-1.3%	0%	-4	8%	-8	14
CCN1C(=O)/C(=C2/Sc3ccc(OC)cc3N2C)SC1=Nc1ccc(OC)cc1	8%	u	2%	-14%	-3	0.1%	-5%	-6	-1%	19	3
CCOC(=O)Cn1nc(/C=C/c2ccccc2)ccc1=O	-5%	u	9%	0%	-4	0.1%	0%	-29	-7%	-25	-15
COc1cc(N2C(=O)C=CC2=O)c(OC)cc1Cl	-12%	u	8.9µM*	11%	1	-0.4%	-1%	2	-1%	1	27
Cc1ncsc1CCOC(=O)c1cccnc1	-2%	-4%	-4%	9%	-1	-0.5%	0%	-4	0%	3	1
O=C(N/N=C/c1ccc2c(c1)OCO2)c1ccc2ccccc2n1	-4%	u	x	-4%	0	0.0%	1%	0	0%	5	13
COc1cccc(NC(=O)N(CCCN2CCOCC2)C(C)c2cc3ccccc3o2)c1 (configuration not stated)	x	u	-1%	4%	3	-0.2%	-2%	27	-4%	-7	4
CCN1C(=O)C2C(c3cccc(F)c3)NC(CC)(C(=O)OC)C2C1=O (configuration not stated)	5%	2%	1%	8%	-2	0.1%	-1%	0	1%	17	-6
CCN(CC)C(=O)Oc1ccc2c(=O)c(-c3ccccc3)coc2c1	13%	14%	-8%	-17%	-1	-0.6%	2%	20	0%	-1	-2
Oc1ccc2n[nH]nc2c1	7%	5%	2%	-5%	3	7.6%	2%	-3	x	-10	7
CCC1(CC)C(=O)N=C2c3ccccc3C(=O)N21	8%	-2%	1%	-2%	0	-1.1%	9%	1	5%	1	9
CCCc1nnc(NC(=O)OCC)s1	0%	-5%	-1%	u	1	0.0%	0%	-5	3%	-2	-10
Brc1ccc(CNc2cc3c(cc2Br)OCCO3)cc1	6%	u	x	-1%	-2	-0.1%	4%	5	1%	3	-3
Cc1cccc(C)c1NC(=O)CN(C)C(=O)C(c1ccccc1)c1ccccc1	-5%	-1%	-1%	-1%	2	-0.9%	-1%	-8	2%	-10	7
CSc1cc(/C=N/O)c(SC)s1	-1%	u	-5%	-16%	2	-0.4%	2%	-1	0%	-6	-1
